Neddylation inh: cullin neddylation inhibition; P61081+Q13564; TR-FRET cullin neddylation, biochemical; calls only at 25 µM; hit rate 0.58% among 360,000; AID 651699; in the data active means inhibition above about 36%
Target sequence (P61081 whole entry, looked up): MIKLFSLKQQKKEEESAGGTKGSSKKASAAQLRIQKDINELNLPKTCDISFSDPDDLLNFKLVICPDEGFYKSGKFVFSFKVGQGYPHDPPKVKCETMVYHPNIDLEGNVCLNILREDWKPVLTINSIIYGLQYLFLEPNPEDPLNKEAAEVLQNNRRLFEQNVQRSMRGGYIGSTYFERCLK
Target sequence (Q13564 whole entry, looked up): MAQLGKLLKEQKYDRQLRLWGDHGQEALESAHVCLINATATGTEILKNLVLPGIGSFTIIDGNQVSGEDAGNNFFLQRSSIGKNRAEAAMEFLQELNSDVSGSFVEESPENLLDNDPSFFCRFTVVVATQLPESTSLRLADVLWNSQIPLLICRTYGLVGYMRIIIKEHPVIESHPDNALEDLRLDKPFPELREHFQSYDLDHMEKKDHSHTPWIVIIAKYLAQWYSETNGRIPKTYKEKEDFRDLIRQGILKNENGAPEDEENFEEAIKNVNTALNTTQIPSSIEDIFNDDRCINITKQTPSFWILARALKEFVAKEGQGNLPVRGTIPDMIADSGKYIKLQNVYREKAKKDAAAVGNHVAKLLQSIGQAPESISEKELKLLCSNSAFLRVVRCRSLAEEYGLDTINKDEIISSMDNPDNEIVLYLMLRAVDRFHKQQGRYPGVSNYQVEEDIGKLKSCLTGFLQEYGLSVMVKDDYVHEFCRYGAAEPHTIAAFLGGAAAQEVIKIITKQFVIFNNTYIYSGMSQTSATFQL
LMPTP inh: LMPTP (human) inhibition; P24666; recombinant LMPTP-A, OMFP fluorogenic substrate, fluorescence intensity; inhibition, % at 20 µM; hit rate 0.22% among 360,000;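 active means compounds that cut the enzyme signal by at least half of the control window in the single-dose screen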;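 further: plate controls were DMSO wells with enzyme plus substrate for no effect and substrate without enzyme for full effect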
Target sequence (P24666 whole entry, looked up): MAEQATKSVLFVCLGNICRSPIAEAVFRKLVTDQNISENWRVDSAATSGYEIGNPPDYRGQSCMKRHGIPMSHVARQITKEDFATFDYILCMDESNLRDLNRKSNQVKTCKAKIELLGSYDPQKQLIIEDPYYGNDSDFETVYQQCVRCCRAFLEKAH
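Test system – LMPTP-A phosphatase enzyme · Quantity – 0.625 nM LMPTP-A final · Reagent – OMFP substrate, 400 µM final · Dosing – one test concentration per compound, 20 µM, with 3% DMSO overall · Timing – 50 min enzyme reaction at room temperature, protected from light · Detection – fluorescence intensity · Controls – substrate-only low control, DMSO enzyme-plus-substrate high control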
SUMO1 PPI mod: SUMO1-SIM interaction modulation; P63165; SUMO1 binding to a labelled peptide, TR-FRET, 1 h; inhibition, % at 20 µM; hit rate 0.33% among 360,000; in the data active means inhibition above about 37%
Tb MetRS inh: Trypanosoma brucei MetRS inhibition; inhibition, % at 11.9 µM; purified T. brucei MetRS, ATP depletion, Kinase-Glo luminescence; AID 624268; hit rate 0.4% among 360,000;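 active means inhibition above a per-plate cutoff of the control wells' mean inhibition plus 3 SD, cut at about 5.5% in these data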;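 further: 0% = DMSO wells median and 100% = median of wells with control inhibitor compound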
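Dosing: 11.9 µM single point; system: parasite MetRS enzyme; technique: luminescence of leftover ATP; times: 15 min enzyme-compound preincubation, 2 h reaction, 10 min detection, 25 °C; replicates: each compound tested once; read-out basis: percent inhibition relative to median high and low control wells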
Scp1 inh: inhibitors of human Scp-1 phosphatase | Q9GZU7 | Recombinant Scp1, phosphopeptide, malachite green phosphate absorbance | inhibition, % at 20 µM | hit rate 0.88% among 340,000;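 active means inhibition above about 50% at 20 µM, limit read from the data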;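 further: plate controls were DMSO wells with enzyme for no effect and wells lacking enzyme for full effect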
Target sequence (Q9GZU7 76-261 limits assumed): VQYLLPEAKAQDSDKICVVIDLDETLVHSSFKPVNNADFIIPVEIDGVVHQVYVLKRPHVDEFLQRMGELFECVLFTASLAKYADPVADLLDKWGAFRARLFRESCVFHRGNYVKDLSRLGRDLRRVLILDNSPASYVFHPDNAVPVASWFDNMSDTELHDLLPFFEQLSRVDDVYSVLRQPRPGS
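Material – SCP-1 phosphatase catalytic domain, residues 76-261 · Buffer or medium – Acidic Tris acetate buffer with magnesium and detergent · Also added – Phospho 17-mer peptide substrate · Compound – single 20 µM dose, 1% DMSO · Times – 45 min room-temperature reaction, 5 min colour, 30 min stabiliser · Technique – Phosphate-binding colour reagent, absorbance read at 630 nm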
DNMT1 inh: DNMT1 (human) enzyme inhibition; inhibition (reported as % activation of signal), % at 10 µM; AID 588458; hit rate 0.83% among 360,000; DNMT1 molecular beacon, Hinp1I cleavage, fluorescence; P26358; in the data active means inhibition above about 50%
NadD inh: inhibitors of Staphylococcus aureus NadD. purified NadD enzyme, colorimetric absorbance read-out. inhibition, % at 20 µM. AID 602399. hit rate 0.78% among 360,000; in the data active means inhibition above about 26%; further: some compounds past the cut are filed as inactive
CendR NRP1 mod: alters CendR peptide binding to human NRP-1 | O14786 | FAM-RPARPAR peptide binding to NRP-1, fluorescence polarization | inhibition, % at 25 µM | hit rate 0.85% among 360,000 | AID 602438;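 active means inhibition or corrected inhibition above about 18%, plus a signal ratio from 0.5 to 1.5, limit read from the data, passing the limit was not always enough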; further: strong numbers were not always called active
STEP inh: blocks human striatal-enriched tyrosine phosphatase; P54829; recombinant STEP, OMFP fluorogenic substrate, fluorescence; inhibition, % at 20 µM; hit rate 0.25% among 360,000;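 active means inhibition at 20 µM, scaled per plate between control wells, above about 37%, limit read from the data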;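 further: 0% = DMSO with enzyme and substrate and 100% = substrate only without enzyme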
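Measure: Control-normalized % inhibition with plate pattern correction | Test system: STEP phosphatase, cell-free reaction | Medium: pH 6.0 Bis-Tris with DTT and Tween 20 | Technique: Fluorescence, 480/540 nm | Times: Reaction 20 min, ambient temperature | Doses: Single compound dose of 20 µM, 1% DMSO final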
SKN-1 inh: C. elegans SKN-1 inhibition; C. elegans VP596 Pgst-4::GFP/RFP ratio, acrylamide-induced, 24 h; inhibition, % at 21.8 µM; hit rate 0.49% among 360,000; AID 624304;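 active means interference check ratio from 0.5 to 1.5 plus GFP to RFP signal ratio inhibition reaching or exceeding a fixed threshold, cut at about 30% in these data, passing the limit was not always enough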; further: some compounds called inactive have numbers as strong as hits
An asterisk follows results filed as active.

O=C(N1CCN(c2ccccc2)CC1)C1(S(=O)(=O)c2ccc(Cl)cc2)CC1 was read as Neddylation inh inactive, LMPTP inh 0.6, SUMO1 PPI mod 3, Tb MetRS inh 0.0, Scp1 inh -1, DNMT1 inh -1, NadD inh 2, CendR NRP1 mod 7, STEP inh -1 and SKN-1 inh -3.
CNc1sc(C(=O)c2ccc(F)cc2)c(N)c1-c1nc2ccccc2s1 was read as Neddylation inh inactive, LMPTP inh 0.4, SUMO1 PPI mod -21, Tb MetRS inh 1.0, Scp1 inh -5, DNMT1 inh -5, NadD inh 4, CendR NRP1 mod -10, STEP inh -1 and SKN-1 inh 8.
Cc1ccccc1NC(=O)c1ccc(CSc2ncccn2)cc1 was read as Neddylation inh inactive, LMPTP inh -0.5, SUMO1 PPI mod -2, Tb MetRS inh -0.7, Scp1 inh -4, DNMT1 inh 0, NadD inh -7, CendR NRP1 mod -6, STEP inh -2 and SKN-1 inh -19.
For O=C(Nc1ccc(N2CCOCC2)cc1N1CCOCC1)c1ccco1 the results were Neddylation inh inactive, LMPTP inh -1.4, SUMO1 PPI mod -1, Tb MetRS inh 0.1, Scp1 inh -4, DNMT1 inh -6, NadD inh -2, CendR NRP1 mod 11, STEP inh -3 and SKN-1 inh -10.
O=C(O)C1CC=C(Cl)CC1C(=O)NCc1ccccc1 (centres undefined) was read as Neddylation inh inactive, LMPTP inh -0.8, SUMO1 PPI mod 7, Tb MetRS inh -0.1, Scp1 inh 0, DNMT1 inh 1, NadD inh -1, CendR NRP1 mod -8, STEP inh -7 and SKN-1 inh -7.
For COc1ccc(C(=O)N2c3ccccc3C(=O)OC2c2ccc3c(c2)OCO3)cc1 (centres undefined) the results were Neddylation inh inactive, LMPTP inh -0.6, SUMO1 PPI mod 3, Tb MetRS inh -1.5, Scp1 inh -17, DNMT1 inh -3, NadD inh -5, CendR NRP1 mod 21*, STEP inh 0 and SKN-1 inh 11.
Screening O=C(c1cc(N2C(=O)C3C4CCC(C4)C3C2=O)ccc1Cl)N1CCN(c2ccccc2)CC1 (centres undefined) returned Neddylation inh inactive, LMPTP inh -0.8, SUMO1 PPI mod 5, Tb MetRS inh 0.3, Scp1 inh -6, DNMT1 inh 0, NadD inh -3, CendR NRP1 mod 1, STEP inh -3 and SKN-1 inh 0.
For CC(=O)Nc1ccc(NC(=O)CCC(=O)NCCO)cc1 the results were Neddylation inh inactive, LMPTP inh -2.4, SUMO1 PPI mod 0, Tb MetRS inh -0.5, Scp1 inh -9, DNMT1 inh -4, NadD inh -1, CendR NRP1 mod -2, STEP inh -4 and SKN-1 inh 3.
`CCN(C(=O)CN1C(=O)c2ccc([N+](=O)[O-])cc2C1=O)C1CCS(=O)(=O)C1` (centres undefined) gave Neddylation inh inactive, LMPTP inh -1.4, SUMO1 PPI mod -38, Tb MetRS inh -0.3, Scp1 inh 5, DNMT1 inh -3, NadD inh -1, CendR NRP1 mod -6, STEP inh -2 and SKN-1 inh 5.
`CCC1CN(C(=O)NCc2ccc(C)cc2)c2cc(Cl)ccc2O1` (centres undefined) gave Neddylation inh inactive, LMPTP inh 2.1, SUMO1 PPI mod 4, Tb MetRS inh 0.4, Scp1 inh -13, DNMT1 inh 1, NadD inh -5, CendR NRP1 mod -1, STEP inh 0 and SKN-1 inh 1.

A run of entries taken from the entries so far, as a working copy:
`CCN(C(=O)CN1C(=O)c2ccc([N+](=O)[O-])cc2C1=O)C1CCS(=O)(=O)C1` (centres undefined) gave Neddylation inh inactive, LMPTP inh -1.4, SUMO1 PPI mod -38, Tb MetRS inh -0.3, Scp1 inh 5, DNMT1 inh -3, NadD inh -1, CendR NRP1 mod -6, STEP inh -2 and SKN-1 inh 5.
`CCC1CN(C(=O)NCc2ccc(C)cc2)c2cc(Cl)ccc2O1` (centres undefined) gave Neddylation inh inactive, LMPTP inh 2.1, SUMO1 PPI mod 4, Tb MetRS inh 0.4, Scp1 inh -13, DNMT1 inh 1, NadD inh -5, CendR NRP1 mod -1, STEP inh 0 and SKN-1 inh 1.

(more compounds)
CC[C@@H](C)[C@@H](C(=O)N1CCN(C(=O)OC(C)(C)C)CC1)n1cc(CCCN=C(NC(=O)OC(C)(C)C)NC(=O)OC(C)(C)C)nn1 was read as Neddylation inh inactive, LMPTP inh -0.4, SUMO1 PPI mod 3, Tb MetRS inh 0.0, Scp1 inh -3, DNMT1 inh 12, NadD inh -8, CendR NRP1 mod 26*, STEP inh 1 and SKN-1 inh 12.
For Cn1c(=O)c2cc(S(=O)(=O)NCCC(=O)NCCC3=CCCCC3)ccc2n(C)c1=O the results were Neddylation inh inactive, LMPTP inh 0.0, SUMO1 PPI mod 0, Tb MetRS inh -1.0, Scp1 inh -8, DNMT1 inh -6, NadD inh 3, CendR NRP1 mod 15, STEP inh 0 and SKN-1 inh 3.
Cc1ccnc(N2CCC(C(=O)Nc3ccc4c(c3)OCCO4)CC2)n1 was read as Neddylation inh inactive, LMPTP inh 0.0, SUMO1 PPI mod 2, Tb MetRS inh 0.2, Scp1 inh -8, DNMT1 inh -3, NadD inh -3, CendR NRP1 mod 25*, STEP inh 1 and SKN-1 inh 5.
For CN(CC(=O)Nc1ccc(Cl)cc1)C(=O)Cn1[nH]c(=O)c2ccccc2c1=O the results were Neddylation inh inactive, LMPTP inh -0.2, SUMO1 PPI mod 5, Tb MetRS inh -0.3, Scp1 inh -7, DNMT1 inh 6, NadD inh -5, CendR NRP1 mod 7, STEP inh 0 and SKN-1 inh 4.
O=C(NCCN1CCOCC1)c1cc2c(=O)n3ccccc3nc2n1Cc1ccccc1 was read as LMPTP inh 1.0, SUMO1 PPI mod -12, Tb MetRS inh -0.1, Scp1 inh -1, DNMT1 inh -3, NadD inh 2, CendR NRP1 mod -10, STEP inh 0 and SKN-1 inh -22.
O=c1ncccn1C1OC(CO)C(O)C1O (centres undefined) was read as Neddylation inh inactive, LMPTP inh 0.6, SUMO1 PPI mod 2, Tb MetRS inh -0.4, DNMT1 inh 1, NadD inh 2, CendR NRP1 mod -18, STEP inh 2 and SKN-1 inh 4.
For FC(F)(F)c1cccc(Cc2noc(CN3CCSCC3)n2)c1 the results were Neddylation inh inactive, LMPTP inh 0.4, SUMO1 PPI mod -1, Tb MetRS inh -0.5, Scp1 inh -7, DNMT1 inh 6, NadD inh -4, CendR NRP1 mod -1, STEP inh -5 and SKN-1 inh -4.
For O=C(CCN1C(=O)c2ccccc2C1=O)NCCN1CCOCC1 the results were Neddylation inh inactive, LMPTP inh -1.5, SUMO1 PPI mod -4, Tb MetRS inh -0.7, Scp1 inh -7, DNMT1 inh 5, NadD inh 8, CendR NRP1 mod 0, STEP inh 0 and SKN-1 inh 3.
`O=C(c1ccccc1)n1c(=O)c(F)cn(COCCBr)c1=O` gave Neddylation inh inactive, LMPTP inh -1.6, SUMO1 PPI mod 5, Tb MetRS inh 0.0, Scp1 inh -10, DNMT1 inh 5, NadD inh -6, CendR NRP1 mod -1, STEP inh -3 and SKN-1 inh 3.
`Cc1oncc1C(=O)Nc1ccc2ccccc2c1` gave Neddylation inh inactive, LMPTP inh 1.3, SUMO1 PPI mod 2, Tb MetRS inh -0.3, Scp1 inh -8, DNMT1 inh -1, NadD inh -7, CendR NRP1 mod 13, STEP inh 0 and SKN-1 inh 4.
For CCOc1ccc(N2C(=O)CC(Sc3nc(C)cc(C)c3C#N)C2=O)cc1 (centres undefined) the results were Neddylation inh inactive, LMPTP inh -1.6, SUMO1 PPI mod 10, Tb MetRS inh -0.8, Scp1 inh -2, DNMT1 inh 3, NadD inh -4, CendR NRP1 mod 0, STEP inh -6 and SKN-1 inh -5.
`CCN(CC(=O)Nc1c(F)cccc1F)C(=O)CC1CCCC1` gave Neddylation inh inactive, LMPTP inh -7.6, SUMO1 PPI mod -18, Tb MetRS inh -0.5, Scp1 inh -5, DNMT1 inh -2, NadD inh 0, CendR NRP1 mod -17, STEP inh 0 and SKN-1 inh 4.
`C=CCN1C(=O)c2ccc(C(=O)N(CC)CC(=O)Nc3cc(Cl)ccc3C)cc2C1=O` gave Neddylation inh inactive, LMPTP inh 0.2, SUMO1 PPI mod -9, Tb MetRS inh -0.1, Scp1 inh 1, DNMT1 inh -1, NadD inh -1, CendR NRP1 mod 5, STEP inh -1 and SKN-1 inh 7.
`CCOc1ccccc1Nc1ccnc2cc(Cl)ccc12` gave Neddylation inh inactive, LMPTP inh 2.9, SUMO1 PPI mod -5, Tb MetRS inh 4.3, Scp1 inh 3, DNMT1 inh -2, NadD inh -7, CendR NRP1 mod 11, STEP inh 0 and SKN-1 inh 5.
For COc1ccc(C2(CNC(=O)/C=C/c3ccco3)CCCC2)cc1OC the results were Neddylation inh inactive, LMPTP inh 0.2, SUMO1 PPI mod 19, Tb MetRS inh -0.9, Scp1 inh -4, DNMT1 inh -16, NadD inh 2, CendR NRP1 mod -34, STEP inh 0 and SKN-1 inh -2.
`COc1cc2c(cc1OC)CN(C(=O)CSc1nc(C)cc(C)c1C#N)CC2` gave LMPTP inh -1.1, SUMO1 PPI mod 14, Tb MetRS inh -0.1, Scp1 inh -2, DNMT1 inh -10, NadD inh 2, CendR NRP1 mod -6, STEP inh -1 and SKN-1 inh -1.
O=C(COc1cccc(C(F)(F)F)c1)Nc1ccc2[nH]ncc2c1 was read as Neddylation inh inactive, LMPTP inh 0.9, SUMO1 PPI mod 1, Tb MetRS inh 0.0, Scp1 inh -8, DNMT1 inh -7, NadD inh -3, CendR NRP1 mod -9, STEP inh 1 and SKN-1 inh 1.
`Cc1sc2nc(CSCC(=O)Nc3ccc(N4CCOCC4)cc3)[nH]c(=O)c2c1C` gave Neddylation inh inactive, LMPTP inh 0.4, SUMO1 PPI mod -2, Tb MetRS inh -0.9, Scp1 inh -2, DNMT1 inh -6, NadD inh -5, CendR NRP1 mod -31, STEP inh 2 and SKN-1 inh 3.
Screening COc1ccc(NC(=O)NNC(=O)COc2ccc(Cl)cc2C)cc1OC returned Neddylation inh inactive, LMPTP inh 0.8, SUMO1 PPI mod 0, Tb MetRS inh 0.1, Scp1 inh -5, DNMT1 inh 0, NadD inh 1, CendR NRP1 mod 0, STEP inh -1 and SKN-1 inh 14.
Screening CCc1ccc(C(=O)Nc2ccc3c(c2)n(C)c(=O)n3C)cc1 returned Neddylation inh inactive, LMPTP inh -0.1, SUMO1 PPI mod 1, Tb MetRS inh -1.8, Scp1 inh 0, DNMT1 inh 2, NadD inh -5, CendR NRP1 mod 3, STEP inh -1 and SKN-1 inh -12.
COc1ccc(OCC(=O)NNC(=S)NC(=O)c2ccc(Br)o2)cc1 was read as Neddylation inh inactive, LMPTP inh -0.4, SUMO1 PPI mod 4, Tb MetRS inh -0.1, Scp1 inh -15, DNMT1 inh 0, NadD inh 4, CendR NRP1 mod 6, STEP inh 0 and SKN-1 inh 2.

Screens deposited in PubChem BioAssay by several laboratories.
